Compound activity (PubChem BioAssay)
UGM FP inh = inhibitors of M. tuberculosis UDP-galactopyranose mutase | purified UGM, fluorescence polarization probe displacement | inhibition, % at 10 µM | hit rate 0.06% among 320,000; in the data active means inhibition above about 10%, passing the limit was not always enough
Target sequence (P9WIQ1 whole entry, looked up): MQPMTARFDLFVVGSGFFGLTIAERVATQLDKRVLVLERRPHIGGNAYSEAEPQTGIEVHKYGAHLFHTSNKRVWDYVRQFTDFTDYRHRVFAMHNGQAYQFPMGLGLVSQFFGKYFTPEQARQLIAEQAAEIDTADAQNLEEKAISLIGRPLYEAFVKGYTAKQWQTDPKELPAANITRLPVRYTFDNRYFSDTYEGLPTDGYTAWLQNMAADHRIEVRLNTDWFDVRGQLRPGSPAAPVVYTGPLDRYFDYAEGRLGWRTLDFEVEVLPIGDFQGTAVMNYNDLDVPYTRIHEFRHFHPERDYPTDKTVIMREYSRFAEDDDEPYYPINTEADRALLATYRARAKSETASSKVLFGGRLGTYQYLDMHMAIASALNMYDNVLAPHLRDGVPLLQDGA
Vc quorum ag = induces V. cholerae light production without autoinducers; V. cholerae BH1578 lux reporter, luminescence, 6 h; activation, % at 18.7 µM; hit rate 0.16% among 350,000; AID 588436; in the data active means activation mostly above about 9.7%, no sharp cut-off; further: not every result past the cut was called active; inactives centre near 0; reference of the scale not given here
Rv3671c inh = Rv3671c (M. tuberculosis) protease inhibition; P9WHR9; inhibition, % at 5.96 µM; hit rate 0.048% among 320,000; in the data active means inhibition above about 38%;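 further: extracellular domain of Rv3671c used as enzyme; 0% = enzyme with DMSO and 100% = no enzyme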
Target sequence (P9WHR9 whole entry, looked up, the tested form may be a part): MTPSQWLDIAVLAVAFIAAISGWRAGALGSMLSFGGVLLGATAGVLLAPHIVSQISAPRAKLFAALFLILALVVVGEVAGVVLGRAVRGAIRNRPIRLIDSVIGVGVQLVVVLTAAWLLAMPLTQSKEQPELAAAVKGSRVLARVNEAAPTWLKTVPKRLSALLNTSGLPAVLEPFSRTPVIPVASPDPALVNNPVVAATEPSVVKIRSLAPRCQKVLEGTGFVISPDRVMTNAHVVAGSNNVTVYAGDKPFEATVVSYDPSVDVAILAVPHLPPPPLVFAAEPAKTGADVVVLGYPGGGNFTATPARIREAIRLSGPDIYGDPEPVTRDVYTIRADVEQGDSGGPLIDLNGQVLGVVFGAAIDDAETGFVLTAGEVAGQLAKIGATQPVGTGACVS
Mtb FBA inh = inhibitors of M. tuberculosis fructose-bisphosphate aldolase; P9WQA3; purified M. tuberculosis FBA, fluorescence read-out; inhibition, % at 1 µM; hit rate 2.3% among 360,000; AID 588726; in the data active means inhibition above about 27%;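 further: 0% = vehicle and 100% = reference inhibitor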
3CLpro inhibitor = SARS-CoV 3CLpro protease inhibition; P0C6X7; recombinant SARS-CoV 3CLpro, quenched FRET peptide cleavage; inhibition, % at 6 µM; hit rate 0.14% among 290,000; AID 1706; in the data active means inhibition above about 12%
BioA inh = BioA (M. tuberculosis) enzyme inhibition. purified M. tuberculosis BioA enzyme, plate reader. inhibition, % at 9.99 µM. hit rate 0.096% among 360,000; in the data active means inhibition above about 40%
GDH-TPI inh = inhibits GDH-TPI coupling enzymes, artifact for Mtb FBA screen. GDH-TPI coupled enzyme counterscreen, NADH absorbance. inhibition, % at 4.8 µM. hit rate 1.2% among 360,000. AID 588335; in the data active means inhibition above about 30%;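 further: 0% = DMSO wells and 100% = wells lacking the enzyme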
MazF activator = activators of E. coli MazEF toxin-antitoxin RNase; P0AE70; FAM/BHQ RNA-DNA oligo cleavage fluorescence, 5 h; activation, % at 20 µM; hit rate 0.32% among 350,000; in the data active means activation above about 50%
Target sequence (P0AE70 whole entry, looked up): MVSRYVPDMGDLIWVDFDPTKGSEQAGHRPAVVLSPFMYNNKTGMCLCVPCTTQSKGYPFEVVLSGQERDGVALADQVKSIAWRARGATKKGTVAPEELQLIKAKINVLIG
SSB-PriA inh = inhibitors of Klebsiella pneumoniae PriA binding to SSB C-terminal tail; AlphaScreen SSBct-PriA binding, biotinylated peptide; inhibition, % at 33 µM; hit rate 0.6% among 430,000; AID 1272365; in the data active means inhibition mostly above about 37%, no sharp cut-off; inactive means mostly below about 20%;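 further: plate controls were negative control peptide for no effect and reference peptide for full effect; strong numbers were not always called active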
VHR inh abs = inhibitors of human VHR1 phosphatase (DUSP3); AID 1654; inhibition, % at 13.3 µM; hit rate 0.52% among 290,000; recombinant VHR phosphatase, pNPP absorbance; in the data active means inhibition above about 50%; further: some compounds called inactive have numbers as strong as hits
Numbers without * were called inactive; i = inactive; / = not tested or not shown.

SMILES | UGM FP inh | Vc quorum ag | Rv3671c inh | Mtb FBA inh | 3CLpro inhibitor | BioA inh | GDH-TPI inh | MazF activator | SSB-PriA inh | VHR inh abs
Cc1c(C(=O)NCC2CCCO2)oc2ccc(Br)cc12 (centres undefined) | / | -0.2 | 4 | -3 | / | 0.5 | 10 | -3 | -9 | /
CCN(CC)CC(=O)c1c[nH]c2ccc(C)cc12 | -1.5 | i | -5 | -1 | 2 | 0.4 | 3 | -1 | 11 | 21
CCN(CC(=O)NCc1cccs1)C(=O)c1ccc(S(=O)(=O)Nc2ccccc2OC)cc1 | / | i | / | -2 | / | -0.2 | -6 | 1 | 2 | /
CC(C)(C)n1nc2c(c1NC(=O)c1c(F)cccc1F)CS(=O)(=O)C2 | 0.9 | -2.4 | -1 | -4 | 4 | -2.9 | -8 | 10 | -13 | -14
Cc1ccccc1Nc1nc(N)nc(COC(=O)[C@@H](NC(=O)c2ccccc2Cl)C(C)C)n1 | -1.1 | i | 2 | 1 | / | 1.6 | -12 | 7 | 5 | /
Cc1csc(NC(=O)CCNC(=O)c2ccccc2Cl)n1 | 4.8 | i | 1 | 1 | -3 | / | -2 | 12 | -14 | 9
Cc1ncoc1C(=O)N1CCCC(N2CCN(c3ccccc3F)CC2)C1 (centres undefined) | 4.0 | 0.9 | -6 | -3 | -1 | -0.1 | 7 | 2 | -4 | 21
O=C(CNC(=O)c1ccccc1F)OCc1nc2ccccc2s1 | 0.1 | -2.9 | 1 | 4 | 3 | / | 6 | -4 | -9 | 8
COC(=O)Cn1cnc2scc(-c3ccc(C)c(C)c3)c2c1=O | -0.5 | -0.1 | 0 | 3 | 0 | -0.5 | 2 | -1 | -1 | 11
COc1ccc(-c2nnc(SCC(=O)NC(=O)NCc3ccco3)o2)cc1 | -2.8 | i | -11 | 1 | -5 | 3.1 | -10 | 2 | -12 | -16
CCCCN(C=O)c1c(CC)nc2ccc(C(=O)N3CCN(C)CC3)cn12 | / | -0.4 | / | 0 | / | -1.3 | -5 | / | / | /
CCNC(=O)Cc1c(OC)ccc2cc(Br)ccc12 | 1.0 | -0.4 | 1 | -1 | 3 | -0.4 | 9 | 3 | 0 | 17
Cn1c(=O)oc2cc(S(=O)(=O)N3CCC(C(=O)NCc4ccccc4Cl)CC3)ccc21 | -1.9 | -0.1 | 2 | 0 | -5 | -1.2 | -5 | 5 | 3 | 9
CC1(c2ccccc2)NC(=O)N(CC(=O)Nc2ccc(Cl)c(S(=O)(=O)N3CCCCC3)c2)C1=O (centres undefined) | 1.3 | i | -29 | 2 | -1 | -2.0 | 0 | -6 | 15 | 22
S=C(NCCc1ccccc1)Nc1ccc(Cl)cc1 | -1.1 | -0.3 | 0 | -1 | -4 | / | 8 | 9 | -16 | -2
CCOc1ccc(OCCC(=O)NNC(=O)c2nn(C)c(=O)c3ccccc23)cc1 | -3.0 | 3.6 | 6 | 0 | -5 | -1.7 | -6 | -4 | -9 | -52
Cc1ccccc1C(=O)/C=C1/SCC(=O)N1C | -0.2 | -0.2 | 8 | -4 | 2 | / | 17 | -1 | -16 | 20
CC(=O)Nc1ccc(OC(=O)c2cc([N+](=O)[O-])ccc2Cl)cc1 | 2.1 | -0.6 | -9 | 6 | 2 | 0.2 | 3 | 10 | -1 | 32
CC(C)(C)c1ccccc1OCCOCCN1CCCCCC1 | -5.9 | -0.7 | -4 | -4 | 1 | / | 10 | 6 | 1 | 28
Cn1cc(CN2CCC(CO)CC2)c(-c2ccc(Oc3ccccc3)cc2)n1 | 0.6 | -0.4 | 4 | 0 | 3 | / | 6 | -7 | -13 | 31
CCC(=O)Nc1ccc(C(=O)COC(=O)Cc2ccsc2)cc1 | 2.6 | i | -11 | -1 | / | -0.9 | 3 | -7 | -10 | /
COc1ccc(C2NC3=C(CCC3)C3(C#N)C4(N=C(N)C23C#N)OCCO4)cc1 (centres undefined) | -0.1 | i | 4 | 11 | 3 | 0.0 | 7 | -4 | -6 | 14
O=C(CSc1ncccn1)Nc1ccc(N2CCOCC2)cc1 | 0.0 | i | -10 | 0 | 1 | -0.1 | 5 | -4 | -4 | 8
COc1cc(C(=O)NCC(=O)OCc2ccccc2Cl)cc(OC)c1OC | -3.0 | i | 8 | 3 | 1 | 3.6 | -4 | 5 | -21 | 5
Nc1cc(C(F)(F)F)cc([N+](=O)[O-])c1N | -1.5 | 0.6 | -2 | 6 | -5 | / | -2 | 1 | 13 | 6
CN1OC[C@@H]2CN(Cc3cc(Cl)cc(Cl)c3)[C@H](c3cccc(Oc4ccccc4)c3)C[C@@H]21 | / | -1.0 | / | 1 | / | 0.4 | 2 | -6 | -12 | /
N#CCN1CCCC(C(N)=O)C1 (centres undefined) | 0.1 | i | -5 | 5 | -1 | -0.6 | 1 | 1 | -5 | 33
CCCCCCCCCCOC(=O)C[N+](C)(C)C/C=C(/C)Cl | -4.1 | i | 8 | 3 | 4 | 1.6 | -6 | 25 | -17 | 3
Cc1cc2occ(CC(=O)N(C)CC(=O)Nc3ccccc3Cl)c2cc1C | -1.0 | i | 12 | 1 | / | / | -9 | 1 | -17 | /
COc1ccccc1Nc1ncnc2c1c(C)c(C)n2CCO | -4.7 | -0.3 | / | 1 | -2 | -2.6 | 2 | 3 | 10 | 40
O=C(O)Cn1c(SC2CCCCC2)nc2ccccc21 | 1.2 | -0.6 | 2 | 2 | -2 | -1.5 | -11 | -7 | 5 | 36
Cc1ccc(C(=O)O)cc1[N+](=O)[O-] | 0.8 | -0.3 | 9 | -1 | / | -0.5 | 1 | 2 | 3 | /
CS(=O)(=O)N1CCCC(C(=O)NCCc2ccc(Cl)cc2)C1 (centres undefined) | -2.0 | 2.0 | 7 | 1 | 7 | -0.6 | 8 | -8 | -4 | 7
CCC(C)N1CCN(C(=O)Cc2ccccc2)CC1 (centres undefined) | 1.5 | i | -2 | 0 | 0 | -3.8 | 10 | -1 | -13 | 16
C1CCN(c2nc(N3CCCCC3)nc(N3CCNCC3)n2)CC1 | 2.8 | -0.3 | -7 | 1 | 3 | 3.7 | -4 | 10 | -2 | 14
COc1cc([N+](=O)[O-])ccc1NC(=O)/C=C/C(=O)O | 0.4 | -0.3 | 2 | -3 | 0 | / | 14 | 3 | -5 | 23
COc1cc(NC(=S)NC(C)=O)ccc1NC(=O)C(C)C | -1.0 | 0.7 | 5 | 2 | 2 | -1.1 | 9 | 0 | -5 | 18
COc1ccc(-c2cnc(SCC(=O)Nc3cc(C)on3)n2Cc2ccco2)cc1 | -1.3 | i | 1 | -1 | 3 | 2.2 | 11 | 6 | 20 | -11
NC(=O)c1ccsc1NC(=O)COC(=O)COc1ccccc1[N+](=O)[O-] | 0.8 | i | -3 | -1 | / | -0.5 | 5 | 3 | -8 | /
CCCCNC(=O)C(=O)Nc1ccc2c(c1)N(S(=O)(=O)c1cccs1)CCC2 | / | -0.3 | / | 3 | / | -1.3 | 17 | 0 | / | /
N#Cc1ccccc1CSc1ncccc1C(=O)O | 3.9 | -0.4 | -10 | 0 | 0 | 0.7 | -3 | 0 | 3 | 2
Cc1ccc(NC(=S)N/N=C2\CC(C)(C)Oc3ccc(O)cc32)cc1 | 0.5 | -1.0 | -15 | -5 | 7 | / | 8 | 12 | / | 12
O=C(O)CCC(=O)N1CCN(c2ncccn2)CC1 | -1.1 | -0.3 | 1 | 4 | 2 | / | -5 | 6 | -7 | 28
Cc1ccc([C@H]2C[C@H](O)[C@@H](n3cc(C4CC4)nn3)CN2Cc2cccs2)cc1 | / | -0.7 | / | 2 | / | -0.2 | 3 | -3 | / | /
COC(=O)[C@H](Cc1c[nH]c2ccccc12)NC(=O)CCCc1c[nH]c2ccccc12 | -2.8 | i | -1 | 1 | -3 | 0.1 | 2 | 6 | 25 | 9
O=S1(=O)[C@H]2C[C@@H]3C=C[C@@]2(CN1Cc1ccccc1F)O3 | 6.4 | 0.6 | 2 | -1 | 2 | -0.5 | 7 | 7 | -5 | 13
COCCn1c(COc2ccc(OC)cc2)nc2ccccc21 | 1.0 | i | -4 | 3 | 4 | 1.2 | 6 | 2 | -18 | 7
O=C(CNC(=O)c1cccc(S(=O)(=O)N2CCc3ccccc32)c1)Nc1ccc(F)c(F)c1F | / | 12 | / | 0 | / | -2.3 | 0 | -3 | -1 | /
COc1cc(CN2C(=O)C(C)ON=C2c2cccs2)cc(OC)c1 (centres undefined) | / | i | / | 0 | / | -1.0 | 4 | / | / | /
Cc1ccc(S(=O)(=O)Nc2nc3ccccc3nc2N2CCN(c3ccccc3F)CC2)cc1 | 0.6 | i | 1 | 20 | 3 | 1.3 | 17 | -13 | -1 | 50*
CCCCCCn1c(N)c(C#N)c2ccc([N+](=O)[O-])cc2c1=O | -0.5 | 1.1 | 9 | 2 | 2 | / | -3 | -5 | -2 | 23
O=C(CS(=O)(=O)c1ccccc1)Nc1ccccn1 | -1.0 | -0.1 | -1 | 1 | -3 | / | -2 | 9 | -8 | 10
CC1(C)CC2CC(C)(CN2C(=O)c2cc(-c3ccccc3O)on2)C1 (centres undefined) | 6.6 | i | -9 | 3 | -7 | -1.9 | -11 | 4 | -3 | -16
COc1ccc(N2C(=O)c3ccccc3NC2c2ccc(OC)c(CSc3ccccn3)c2)cc1 (centres undefined) | 0.2 | -0.6 | 2 | 22 | 0 | 0.3 | 11 | 4 | -7 | 34
COc1c([N+](=O)[O-])cc(C(=O)NNC(=O)c2ccc(C)cc2)cc1[N+](=O)[O-] | 0.7 | 0.9 | 2 | -12 | -1 | -1.9 | -3 | 7 | -15 | -2
Cc1ccc(NC(=O)COC(=O)CN2CCSC2=O)cc1Cl | / | i | / | 0 | / | 4.3 | 2 | 4 | / | /
COC(=O)CSc1n[nH]c(-c2ccncc2)n1 | 0.4 | i | 4 | 1 | -5 | -1.3 | -2 | 11 | -5 | -6
CN(c1ccccc1)S(=O)(=O)c1cccc(NC(=O)COc2ccccc2)c1 | / | -0.3 | -11 | -2 | / | -1.0 | 0 | 7 | -12 | /
O=C(c1ccccc1OCc1ccc(Cl)cc1)N1CCN(c2ccccn2)CC1 | 3.0 | -0.2 | -3 | 5 | / | -0.5 | -1 | -1 | 3 | /
CN(CC(=O)Nc1ccc2c(c1)OCCO2)S(=O)(=O)c1cccc2cccnc12 | -0.9 | -0.5 | -5 | 3 | -2 | 0.4 | 0 | 5 | -13 | 34
CCOC(=O)CN1C(=O)C2(C(C#N)=C(N)Oc3ccccc32)C(C(=O)OC)=C1C (centres undefined) | 1.0 | i | -5 | 1 | 3 | -2.1 | 3 | -4 | -18 | 18
Cc1c([N+](=O)[O-])c([N+](=O)[O-])nn1CC(=O)NCc1cccnc1 | -0.1 | i | 5 | -2 | 5 | / | 1 | 4 | -13 | 11
O=C(CSc1nnc(-c2c[nH]c3ccccc23)o1)N1CCCCC1 | 2.0 | 1.7 | -7 | 1 | -4 | -0.5 | -12 | -7 | -14 | 26

Not all compounds are listed. The share of hits here may be higher or lower than overall.
